# mcGAS MS inh: blocks mouse cGAS cGAMP production; actives 0.18% (n = 130,000); AID 1259397; Q8C6L5; inhibition, % at 12.5 µM; recombinant mouse cGAS, cGAMP by RapidFire MS;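 active means inhibition of cGAS enzyme activity at or above 60%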;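 further: enzyme stimulated by 45 bp dsDNA with ATP and GTP substrates; cGAMP share of summed cGAMP plus half ATP and half GTP signals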
# Target sequence (Q8C6L5 whole entry, looked up): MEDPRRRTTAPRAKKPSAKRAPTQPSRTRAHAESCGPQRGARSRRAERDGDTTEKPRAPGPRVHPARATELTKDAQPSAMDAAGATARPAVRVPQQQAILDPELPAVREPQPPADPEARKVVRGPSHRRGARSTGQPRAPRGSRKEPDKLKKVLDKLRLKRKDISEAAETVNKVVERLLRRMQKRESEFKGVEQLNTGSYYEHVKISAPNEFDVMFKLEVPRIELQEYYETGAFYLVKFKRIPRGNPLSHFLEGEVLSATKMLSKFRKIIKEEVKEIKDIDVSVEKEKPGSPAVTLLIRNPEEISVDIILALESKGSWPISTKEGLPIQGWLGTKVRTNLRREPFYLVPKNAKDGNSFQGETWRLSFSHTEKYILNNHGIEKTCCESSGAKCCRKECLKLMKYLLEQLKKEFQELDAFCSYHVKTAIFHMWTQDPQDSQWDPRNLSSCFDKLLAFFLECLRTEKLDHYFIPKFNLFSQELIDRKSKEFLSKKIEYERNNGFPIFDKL
# The depositor's hits bear a star; & = joins results of further samples.
# Start of the data: the first six compounds, ahead of the listing:
SMILES,mcGAS MS inh
Cn1ncc([N+](=O)[O-])c1C(=O)Nc1cccc2ccccc12,-6
Cc1cccc(CC(SC#N)C(=O)OCCCl)c1 (centres undefined),-4
C=Cc1ccc(Cn2cc(C(=O)NCc3ccc(OC)cc3)sc2=O)cc1,-7
CN(Cc1csc(-c2ccccc2)n1)C(=O)c1cc(C2CC2)[nH]n1,-30
Cc1ccc(C(=O)Nc2nc(CN3CCCC(C)C3)cs2)s1 (centres undefined),-6
C=CCNc1ncnc2c1nnn2CC,-14

# Main list, from the first entry:
SMILES,mcGAS MS inh
Cn1ncc([N+](=O)[O-])c1C(=O)Nc1cccc2ccccc12,-6
Cc1cccc(CC(SC#N)C(=O)OCCCl)c1 (centres undefined),-4
C=Cc1ccc(Cn2cc(C(=O)NCc3ccc(OC)cc3)sc2=O)cc1,-7
CN(Cc1csc(-c2ccccc2)n1)C(=O)c1cc(C2CC2)[nH]n1,-30
Cc1ccc(C(=O)Nc2nc(CN3CCCC(C)C3)cs2)s1 (centres undefined),-6
C=CCNc1ncnc2c1nnn2CC,-14
O=C(NC1=NCCS1)c1cc(Cl)ccn1,6
CN(C)c1nc2c(c(=O)[nH]1)CCN(C(=O)c1cn[nH]c1C1CCCCC1)C2,-22
Cn1cnnc1CCc1nn2c(C3CCCC3)nnc2s1,-13
Cc1ccccc1-c1cccc(C(=O)N2CCN(C)C3(CCN(C)CC3)C2)c1,-19
COC(=O)C(CNC(=O)c1cc(C#N)cn1C)Cc1ccccc1C (centres undefined),-17
O=C(NC[C@H]1C[C@H]2C=C[C@H]1C21CC1)c1cnc(N2CCOCC2)nc1,1&2
COc1ccccc1C(C)(C)NCCCN1CCOC1=O,-11
O=C(CC1CSc2nccc(=O)n21)Nc1ccc(Oc2ccccc2)cc1 (centres undefined),-4
Cc1cc(C)n2c(C(=O)N3CCC4(CCCN(C)C4=O)C3)nnc2n1 (centres undefined),-15
Cc1ccc(C)n1C1CCN(C(=O)c2ccc3c(c2)CCC3)CC1,-8
C=CCn1c(CCCCCN2C(=O)c3cccc4cccc(c34)C2=O)n[nH]c1=S,1
O=C(CSc1c(-c2ccccc2)[nH]c2ccccc12)N1CCCCC1,-9
COc1cccc(CN(C)CC2(CO)CC2)c1F,-5
CN1N=C(C(=O)NC(c2cccs2)C2CCCC2)CCC1=O (centres undefined),-15
OC1CCN(c2cc3ccccc3c(Cl)n2)CC1,-3
COc1ccc(-c2cc(C(=O)O)nc3c(-c4ccccc4)c(C)nn23)cc1,-5
COc1cc(-c2nnc(CSc3nncs3)o2)cc(OC)c1OC,1
Cc1cccc(-n2nc(C)c3c(C(F)(F)F)cc(C)nc32)c1,-3
Cc1cccnc1N1CCN(Cc2cccc(Cn3cccn3)c2)CC1,-37
# (continued)
SMILES,mcGAS MS inh
O=C(NC1=NCCCCC1)c1ccccc1,-4
O=C(Nc1ccc(NS(=O)(=O)Cc2ccc(F)cc2)cn1)C1CC1,-3
CC(c1cccc(-c2ccc(C(=O)O)o2)c1)N(C)C (centres undefined),-20
CC(CCc1ccc2c(c1)OCO2)=NNC(=S)NC(C)C,-5
CC(C)(C)NC(=O)N1CCn2cccc2C1c1ccc(Br)cc1 (centres undefined),-11
CN(CC(=O)N=c1sc2ccccc2n1C)S(=O)(=O)c1cccs1,-2
c1coc(-c2noc(CNCc3ccccc3Cn3cccn3)n2)c1,-35
c1ccc(CSc2ncc(C3NCCc4[nH]cnc43)cn2)cc1 (centres undefined),-8
CC(NS(=O)(=O)c1cccs1)C(=O)N(C)CCC#N (centres undefined),-2
CCc1ccccc1NC(=O)CN1CCN(C(=O)c2[nH]c3c(c2C)C(=O)CCC3)CC1,-19
O=S(=O)(Nc1cccc(C2OCC3(CO2)CC2C=CC3C2)c1)c1ccccc1 (centres undefined),-15
CN(C)CCCn1ccc2c(nnc3c(-c4ccccc4)cnn32)c1=O,2
COCCN(CC1CNCCO1)C(=O)c1ccc(C)cc1 (centres undefined),2
Cc1cc(=O)[nH]c(-n2nc(-c3cccs3)cc2NC(=O)COc2ccc(Cl)cc2Cl)n1,0
CCOC(=O)CSCC(=O)Nc1c(C)nn(-c2ccc(C)cc2)c1C,-1
O=C(COC(=O)C1CC(=O)N(c2nc(-c3ccccc3)cs2)C1)c1ccc(Br)cc1 (centres undefined),-8
CCOc1ncccc1CNC(=O)C1CCCN(CC(N)=O)C1 (centres undefined),-8
O=C(c1cncc(-c2ccc3c(c2)OCO3)n1)N1CCOCC1,-14
CCCCN(C(=O)/C=C/c1cc2ccccc2o1)C1CCS(=O)(=O)C1 (centres undefined),-2
Cc1noc(C)c1CCC(=O)N1CCCC1c1cccs1 (centres undefined),-6
CC(C)c1csc(CN2CCCC(CNC(=O)c3n[nH]c4ccccc34)C2)n1 (centres undefined),-1
Cc1c(C(C)NC(=O)N(C)Cc2nccs2)oc2ccc(F)cc12 (centres undefined),16
COc1cccc(OCCN2CCN(c3ncnc4sc5c(c34)CCCC5)CC2)c1,-2
COc1ccc(-c2nnc3ccc(OCCNC(=O)Cc4cccc(C)c4)nn23)cc1OC,-2
COc1ccc(Cl)cc1NC1=NC2CS(=O)(=O)CC2S1 (centres undefined),23
# Later entries.
SMILES,mcGAS MS inh
CN(Cc1ccsc1)C(=O)C1CCCCN1C(=O)c1cccnc1 (centres undefined),7
Cc1cc(C(=O)CN2C(=O)c3ccccc3CS2(=O)=O)c(C)[nH]1,7
O=C(NCC1Cc2ccccc21)Nc1ccn(CCc2ccncc2)n1 (centres undefined),-8
Cc1nc(-c2ccc(C(=O)N(CC#N)Cc3ccccc3)cc2)n[nH]1,5
CC(O)(CN1CCCC(c2noc(C3CC3)n2)C1)c1ccccc1 (centres undefined),-25
CC(C)(C)P(=NC(=O)C(F)(F)F)(N1CCCCC1)N1CCCCC1,-3
CCc1ccc(S(=O)(=O)N2CCN(c3ccc(-c4ccco4)nn3)CC2)s1,-1
Cc1ccccc1CN(C)C(=O)C(C)[n+]1cccc(O)c1 (centres undefined),4
CCN1CCN(Cc2nc3c(c(=O)n(C)c(=O)n3C)n2CC(N)=O)CC1,-3
Cc1ccc(CN(C)S(=O)(=O)N(C)CCC#N)cc1,6
Cc1ccccc1CNC(=O)NCC1CCN(C2CCN(C)CC2)C1 (centres undefined),-7
O=C(CCc1nc2ccccc2[nH]c1=O)OCc1cccc(C(=O)Oc2ccccc2)c1,-31
CSCC(=O)Nc1cc(S(=O)(=O)N2CCCCC2)ccc1N(C)C,-6
COc1ccccc1N1CCN(C2=NS(=O)(=O)c3ccccc32)CC1,-2
COc1ccc(NC(=O)C=Cc2ccc(C)s2)c(OC)c1,-11
COCc1cc(CN2CCN(Cc3ccc(F)c(F)c3)C(CCO)C2)ccc1OC (centres undefined),5
Cc1ccc2nc(COCC(=O)N3CC(c4cccnc4)C3)[nH]c2c1,-13
CC(=O)C1CC(C(=O)Nc2cccc(C#N)c2)=NN1c1ccccc1 (centres undefined),-8
O=C(CCOC1CCOCC1)N1CCCc2cc(Cl)cc(F)c21,-10
CN(C)c1ncnc2c1CCN(S(=O)(=O)c1cccc3nsnc13)C2,-15
CCCN1CCC(CNC(=O)NC2CCN(C(=O)CC)C2)CC1 (centres undefined),-8
COc1ccc(C(C)=O)cc1CN1CC(O)CC1C(N)=O (centres undefined),-6
Cc1ccc(C)c(OC(C)C(=O)NCc2ccoc2)c1 (centres undefined),-10
O=[N+]([O-])c1ccc(NC(=S)N2CCn3cccc3C2c2cccnc2)cc1 (centres undefined),-2
Cn1cc(C(=O)O)c2[nH]c(=O)n(-c3ccc(Cl)cc3)c(=O)c21,-3

# Some values from the entries so far.
# mcGAS MS inh with CCN1CCN(Cc2nc3c(c(=O)n(C)c(=O)n3C)n2CC(N)=O)CC1 : -3
# mcGAS MS inh with Cc1cc(C(=O)CN2C(=O)c3ccccc3CS2(=O)=O)c(C)[nH]1 : 7
# mcGAS MS inh with Cn1cc(C(=O)O)c2[nH]c(=O)n(-c3ccc(Cl)cc3)c(=O)c21 : -3
# mcGAS MS inh with CN(C)c1ncnc2c1CCN(S(=O)(=O)c1cccc3nsnc13)C2 : -15
# mcGAS MS inh with Cc1ccc2nc(COCC(=O)N3CC(c4cccnc4)C3)[nH]c2c1 : -13
# mcGAS MS inh with CC(=O)C1CC(C(=O)Nc2cccc(C#N)c2)=NN1c1ccccc1 (centres undefined) : -8
# mcGAS MS inh with O=C(CCOC1CCOCC1)N1CCCc2cc(Cl)cc(F)c21 : -10

# Next results.
SMILES,mcGAS MS inh
FC(F)(F)c1nc2ccccc2nc1-c1ccccc1,-26
CCOC(=O)N1CCC(NC(=O)c2cn(CCCc3ccccc3)nn2)CC1,-11
CCN(CC)S(=O)(=O)c1ccc(NNS(=O)(=O)c2ccccc2Cl)nc1,-13
COc1cccc([C@@H](C)NC(=O)CCc2nnc(Cc3cc(OC)ccc3OC)o2)c1,-14
CCOC(=O)c1sc2ncnc(NCC(C)(C)N3CC(C)OC(C)C3)c2c1C (centres undefined),-6
CCCc1cc(CN(C)C(=O)c2cccs2)[nH]n1,-37
CN(CC1COCCO1)c1nc(-c2csc3ccccc23)ccc1C(=O)N1CCC(N2CCc3ccccc3C2)CC1 (centres undefined),-11
Cc1n[nH]c(C)c1CNC(=O)CC(c1cccc(Cl)c1)c1ccccc1O (centres undefined),-6
CNC(=O)c1ccc(CN(C)c2nc3ccccc3nc2C)cc1,9
COc1cc(=O)n(-c2ccccc2C)nc1C(=O)N1CCOCC1,-31
CCOC(=O)c1cc2c(=O)n3cccc(C)c3nc2n(C(C)C)c1=N,-8
CC(Nc1ccc(Oc2cccc3cccnc23)cc1)C(=O)NC(N)=O (centres undefined),-6
CC1CCN(CCNC(=O)c2cc(F)ccc2F)CC1,-12
Cc1cccc(N=Nc2c(O)[nH]c3ccc(Br)cc23)c1,6
Cc1c(C(=O)Nc2cccc(Oc3ccccc3)c2)sc(=O)n1Cc1ccc(C(=O)N(C)C)cc1,-12
CCc1ccc(S(=O)(=O)NCCOc2cc(N3CCCCC3)ncn2)s1,-2
NC(=O)c1ccc(S(=O)(=O)NCC2(N3CCCCC3)CCCCC2)cc1,9
Cc1cccc(NC(=O)NCc2ccc3[nH]c(C)cc3c2)c1,6
CC(C)(NC(=O)OCc1ccccc1)C(=O)N1CCOC(COCc2cccc(C(F)(F)F)c2)C1 (centres undefined),-3
CCNc1nc(C)c(C(=O)N2CCC3(CCCN(C)CC3)CC2)s1,-23
NC(=O)C1CCCN1S(=O)(=O)c1cccc(Cl)c1Cl (centres undefined),-7
CCCCN(Cc1ccc(C)s1)C(=O)C(C)N1CCN(C)CC1 (centres undefined),-8
C=c1onc(-c2ccccc2Cl)c1=c1[nH]/c(=C\c2ccc([N+](=O)[O-])cc2)c(=O)o1,-1
CN(C)CC(=O)Nc1ccc(C(=O)Nc2cnc3n2CCCC3)cc1,-16
Cc1ccc(-n2nc3c(c2NC(=O)CC2CCCCC2)CS(=O)(=O)C3)c(C)c1,-5
# (more compounds)
SMILES,mcGAS MS inh
COCCN(C)Cc1ccc(-c2nc(C)c(C)c(=O)[nH]2)cc1,7
CC1(O)N(CC(=O)O)C(=O)OC12CCCCC2 (centres undefined),-3
O=C1CCC2(C(=O)OCc3ccccc3F)N1c1ccccc1C(=O)N2C1CC1 (centres undefined),0
Cc1cc(O)c(C(c2ccccc2)N2CCN(c3ccccn3)CC2)c(=O)n1Cc1ccco1 (centres undefined),-10
CC1CCN(/C=C(\C#N)C(=O)Nc2cccc(Cl)c2)CC1,-14
CCc1n[nH]c2c1CN(C(=O)C1=C(C)NC(=O)NC1c1cccs1)CC2 (centres undefined),-6
O=C1C2CCCCC2C(=O)N1c1cc(=O)[nH]c2nc(COc3ccccc3)nn12 (centres undefined),2
COc1cccc(C2C(C(N)=O)=C(C)Nc3ncnn32)c1 (centres undefined),-4
CCN(CCC(N)=O)Cc1ccc(OCc2cccs2)c(OC)c1,0
Cc1nc2n(n1)CC(NCC(=O)N(CCC#N)Cc1ccco1)CC2 (centres undefined),2
CC(=O)Cn1c(=O)c2c(nc3n(-c4ccc(C)c(Cl)c4)c(C)cn23)n(C)c1=O,-3
Cc1cnc(C)c(N2CCN(Cc3nc(-c4cc5c(cc4Cl)OCO5)oc3C)CC2)n1,-13
CC(C)NC(=O)NC12CC3CC(CC(C3)C1)C2,-7
COc1ccccc1NC(=O)Cc1ccc(N2CCCC2=O)cc1,-7
O=C(O)C#Cc1ccc2c(c1)OCO2,8
CCC(c1ccccn1)N(C)C(=O)c1onc2ccccc12 (centres undefined),-11
COc1cccc(C2CC2C(=O)NCC(c2ccsc2)N(C)C)c1 (centres undefined),-7
c1ccc(-c2noc(CSc3nnc(-c4ccccc4)o3)n2)cc1,-21
O=c1[nH]cccc1-c1ccc2c(c1)OCO2,-1
O=C(c1cnn2cc(CCO)cnc12)N1C[C@@H]2[C@@H]3CC[C@@H](C3)[C@@H]2C1,-27
CCOC(=O)c1sc2ncn(CC(=O)NC3(C#N)CCCC3)c(=O)c2c1C,-7
CN(C)c1cccc(CSc2nnnn2C2CC2)c1,-11
C/C(=N\NC(=O)CSc1nnc(-c2ccccc2)n1-c1ccccc1)c1cccc([N+](=O)[O-])c1,-13
CCN(CC)C(=O)Cn1cc(C(=O)NCC2CCCN2CC)nn1 (centres undefined),-9
CC(C)(C)c1ccc(S(=O)(=O)N2CCN(CC(O)COc3ccccc3)CC2)cc1 (centres undefined),-11

# Some of the entries above, reformatted:
CCc1ccccc1NC(=O)CN1CCN(C(=O)c2[nH]c3c(c2C)C(=O)CCC3)CC1
  mcGAS MS inh = -19
O=C(CC1CSc2nccc(=O)n21)Nc1ccc(Oc2ccccc2)cc1 (centres undefined)
  mcGAS MS inh = -4

# Later entries:
SMILES,mcGAS MS inh
CCCn1cc(C(=O)O)c2nn(-c3ccccc3)c(=O)c-2c1,5
Cc1ccccc1C1(O)CCN(C(=O)Cc2cc(=O)[nH][nH]c2=O)C1 (centres undefined),8
COCC(O)CN(C)c1ccc(C#N)cc1C(F)(F)F (centres undefined),0
CN1CCN(c2ncnc3c2cnn3-c2ccc(Cl)cc2)CC1,-5
CC(=O)c1[nH]c(C)c(C(=O)N2CCCN(CC3CC3)C(C(C)C)C2)c1C (centres undefined),-9
O=C(NCc1ccccc1)NC1(C(=O)NCc2nnc3n2CCC3)CCCC1,-9
COc1ccc(S(=O)(=O)n2nc(C)c(S(=O)(=O)N3CCCC(C)C3)c2C)cc1 (centres undefined),-8

# Source: PubChem (Fisher Drug Discovery Resource Center)

# An excerpt (hit frequency here may not be typical).
